Bioassay records (PubChem)
CXCR6 inh: inhibitors of human CXCR6 receptor; CHO-K1 PathHunter CXCR6 beta-arrestin, luminescence; inhibition, % at 20 µM; hit rate 0.36% among 360,000; in the data active = inhibition above about 34%, passing the limit was not always enough;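 also: antagonist mode with CXCL16 agonist at 10 nM final; 0% = 10 nM CXCL16 with DMSO and 100% = unstimulated wells without agonist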
Target sequence (O00574 whole entry, looked up): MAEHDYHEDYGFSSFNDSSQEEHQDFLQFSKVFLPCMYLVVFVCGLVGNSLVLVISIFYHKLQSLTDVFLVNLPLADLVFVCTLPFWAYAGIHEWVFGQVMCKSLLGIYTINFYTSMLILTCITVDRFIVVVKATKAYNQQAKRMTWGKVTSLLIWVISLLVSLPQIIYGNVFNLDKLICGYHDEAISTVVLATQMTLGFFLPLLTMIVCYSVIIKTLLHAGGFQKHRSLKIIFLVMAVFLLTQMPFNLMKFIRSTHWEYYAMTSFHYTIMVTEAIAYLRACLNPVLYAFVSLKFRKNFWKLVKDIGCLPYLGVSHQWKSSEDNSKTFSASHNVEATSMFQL
GRIN3A LBD mod: NR3A (human) ligand-binding domain modulation. hit rate 2.5% among 340,000. NR3A LBD differential scanning fluorimetry, Tm shift; 0% = protein alone, 100% = glycine-bound protein. Tm shift relative to glycine control, % at 25 µM;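 active = melting temperature shift of at least 10% of the positive control shift, at one fixed dose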
A3G deaminase: APOBEC3G (human) deaminase inhibition; Q9HC16; recombinant A3G, ssDNA deamination FAM/TAMRA fluorescence; inhibition, % at 20 µM; hit rate 0.28% among 330,000; AID 493012;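 active = inhibition of at least 40% at 20 µM, with no more than 30% in the related APOBEC3A deaminase screen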;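 also: plate controls were DMSO wells with A3G for no effect and wells lacking A3G enzyme for full effect; some compounds called inactive have numbers as strong as hits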
MPTP inh: inhibitors of mitochondrial permeability transition pore; isolated mouse mitochondria, Ca2+ swelling absorbance, 30 min; inhibition, % at 10 µM; hit rate 1.4% among 360,000;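 active = inhibition of 50% or more, scaled per plate between neutral and stimulator controls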;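 also: 0% = DMSO wells given calcium and 100% = 1 mM EGTA wells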
APOBEC3A inh: blocks human APOBEC3A ssDNA deamination | P31941 | recombinant A3A, FAM/TAMRA ssDNA deamination fluorescence | inhibition, % at 20 µM | hit rate 0.41% among 330,000 | AID 493011;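 active = at least 40% inhibition at 20 µM here, with at most 30% in a related deaminase screen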;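 also: plate controls were A3A with DMSO for no effect and wells lacking A3A enzyme for full effect; some results filed as inactive read as strong as hits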
Gli-Sufu antag: antagonists of Gli-Sufu signaling; Sufu-KO-LIGHT fibroblasts, Gli luciferase reporter luminescence; inhibition, % at 5 µM; hit rate 0.74% among 340,000;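 active = inhibition above about 55%, limit read from the data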;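 also: 0% = DMSO-treated cells and 100% = wells with medium but no cells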
CCR6 antagonist: blocks CCL20-driven beta-arrestin recruitment at human CCR6. P51684. CHO-K1 CCR6 PathHunter beta-arrestin, luminescence, CCL20-stimulated. inhibition, % at 20 µM. hit rate 0.49% among 340,000. AID 493098;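 active = compounds whose inhibition of the agonist-driven luminescence signal at 20 µM reaches about 50%, limit read from the data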;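 also: cells stimulated with CCL20 at 14 nM final; plate controls were DMSO with CCL20 for no effect and DMSO without agonist for full effect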
Target sequence (P51684 whole entry, looked up): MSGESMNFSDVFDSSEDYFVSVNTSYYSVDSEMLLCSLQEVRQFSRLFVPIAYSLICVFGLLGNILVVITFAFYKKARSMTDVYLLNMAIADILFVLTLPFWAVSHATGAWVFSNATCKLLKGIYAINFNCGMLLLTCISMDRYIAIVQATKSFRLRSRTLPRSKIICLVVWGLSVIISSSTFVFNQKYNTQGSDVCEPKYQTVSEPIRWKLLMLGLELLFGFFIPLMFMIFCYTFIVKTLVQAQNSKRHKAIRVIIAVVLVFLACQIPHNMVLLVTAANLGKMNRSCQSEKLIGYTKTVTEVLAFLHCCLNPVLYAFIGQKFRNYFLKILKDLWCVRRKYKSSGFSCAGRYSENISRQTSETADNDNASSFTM
EBI2 antag: blocks human EBI2 receptor beta-arrestin signaling; AID 651636; EBI2 beta-arrestin recruitment, luminescence, 7a,25-OHC stimulated; P32249; inhibition, % at 5 µM; hit rate 0.81% among 360,000; in the data active = inhibition above about 38%;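 also: enzyme fragment complementation signal reports receptor beta-arrestin coupling in cells; 0% = agonist plus DMSO wells and 100% = wells without agonist; some results beyond the cut were filed as inactive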
Target sequence (P32249 whole entry, looked up, the tested form may be a part): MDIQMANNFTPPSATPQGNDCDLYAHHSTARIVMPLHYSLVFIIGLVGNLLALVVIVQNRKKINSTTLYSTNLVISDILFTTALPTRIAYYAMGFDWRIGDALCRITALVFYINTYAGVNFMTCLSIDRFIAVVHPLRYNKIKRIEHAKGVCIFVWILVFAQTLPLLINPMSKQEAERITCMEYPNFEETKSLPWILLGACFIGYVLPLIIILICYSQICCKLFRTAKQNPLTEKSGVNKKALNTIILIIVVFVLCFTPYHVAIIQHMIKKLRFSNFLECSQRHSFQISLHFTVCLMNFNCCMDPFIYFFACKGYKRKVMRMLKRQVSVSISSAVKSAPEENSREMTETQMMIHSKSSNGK
* marks the source's active call; other numbers are inactive results; / = not tested or not shown.

SMILES | CXCR6 inh | GRIN3A LBD mod | A3G deaminase | MPTP inh | APOBEC3A inh | Gli-Sufu antag | CCR6 antagonist | EBI2 antag
CC(C)Cn1c(CCC(N)=O)nnc1SC(C)C(=O)Nc1ccc2c(c1)OCO2 (stereo not given) | 10 | 0 | 4 | 0.5 | -1 | -5 | -2 | 0
Cc1[nH]c(C)c(S(=O)(=O)Nc2cccc(Cl)c2C)c1C(=O)N1CCCCC1 | 7 | 0 | -3 | -2.5 | -2 | -6 | 2 | -7
CCOC(=O)[C@@H]1[C@H]2COc3ccc(Br)cc3[C@H]2N2C(=O)N(c3ccc(Cl)cc3)C(=O)[C@]12C | 0 | -1 | -4 | -1.9 | -1 | 1 | 9 | 17
O=C(Cc1ccccc1)N/N=C/c1cccnc1 | -1 | -2 | -9 | -0.5 | -1 | 2 | 3 | 3
Cc1sc(N/N=C/c2cccnc2)nc1-c1ccccc1 | -19 | -14 | 0 | 0.1 | 2 | -5 | 2 | 25
Cc1cccc(CSc2ncnc3ccccc23)c1 | 2 | 4 | 1 | 0.4 | 0 | -20 | 17 | 1
CCOC(=O)C1=NN(C(C)=O)C2(CC(=O)N(c3cccc(C)c3)C2=O)C1 (stereo not given) | 3 | 1 | -2 | 0.3 | 0 | -2 | -2 | 3
CCOC(=O)N1CCN(Cc2ccccc2F)CC1 | -4 | 1 | -5 | 1.0 | -5 | 2 | -19 | 0
CCC(=O)c1cn(CC(=O)Nc2ccccc2)c2ccccc12 | -7 | 3 | -1 | 0.0 | -9 | -12 | 0 | 5
CC(=O)NS(=O)(=O)c1ccc(NC(=O)c2cc(-c3cccs3)nc3ccccc23)cc1 | 3 | -2 | -5 | -0.7 | -1 | -3 | 8 | -11
Cc1ccc(N2CCN(CCc3nc4cc(NS(C)(=O)=O)ccc4n3C)CC2)cc1 | -2 | 1 | -2 | -0.1 | -1 | 5 | -2 | -1
COC(=O)c1cc(S(=O)(=O)N2CCN(c3ccc(C(C)=O)cc3)CC2)c[nH]1 | -4 | -1 | -7 | 1.4 | -5 | 62* | 4 | -13
CCc1cc(=O)oc2cc(OC(C)C(=O)NCC(O)c3ccccc3)c(Cl)cc12 (stereo not given) | 14 | 3 | -9 | -0.9 | -3 | -5 | 9 | 0
Cc1cc(N2CCCC2=O)cc(C)c1S(=O)(=O)Nc1c(C)nn(C)c1C | -2 | -2 | -6 | 0.7 | 2 | 11 | 0 | 1
COc1cc(/C(C)=N/N2CCN(Cc3ccc(C)cc3)CC2)ccc1O | -5 | 0 | -5 | 2.2 | -4 | 7 | 2 | -13
Cc1ccc(C2CC2C(=O)NNC(=S)Nc2ccc(Cl)cc2)cc1 (stereo not given) | 7 | 12* | -5 | 53* | -1 | 3 | 18 | 8
Cc1cc(C(=O)NNS(=O)(=O)c2ccc(C(C)(C)C)cc2)nn1C(C)(C)C | 13 | 0 | -8 | 4.7 | -6 | 7 | -4 | -5
Cc1ccc(C(=O)N/N=C/C2=Cc3ccccc3OC2C)cc1 (stereo not given) | 4 | -3 | -4 | 16 | -7 | -26 | 12 | 36
O=C(c1ccccc1)c1ccc(OCC(O)CN2CCCCC2)cc1 (stereo not given) | -7 | 1 | -2 | 2.2 | 1 | 3 | -1 | -6
Cc1ccccc1N(CC(=O)NC1CCCCC1)C(=O)CNC(=O)c1cccs1 | 2 | -1 | 10 | 0.8 | 3 | 4 | 16 | -1
Cc1ccc(C(=O)CN2C(=O)NC3(CCCCCC3)C2=O)c(C)c1 | 1 | 0 | -4 | 0.8 | 1 | -66 | 22 | 6
Cc1cccc(NC(=O)CSc2nc3[nH]ncc3c(=O)[nH]2)c1C | -8 | 1 | -6 | -1.6 | -1 | -9 | -15 | 2
COCCCNC(=O)C1CC(=O)N(Cc2ccc(OC)cc2)C1 (stereo not given) | -5 | 4 | -9 | 0.6 | -4 | 6 | -2 | -6
COc1ccc(OC)c(C(=O)c2ccc(C(=O)N3CCN(Cc4csc(C)n4)CC3)cc2)c1 | -4 | -1 | -1 | 0.2 | -3 | -3 | 6 | 4
CN(c1ccccc1)S(=O)(=O)c1ccc(C(=O)NCC2CCCO2)cc1 (stereo not given) | 1 | -1 | -1 | -0.3 | 0 | 1 | 6 | -5

(list continues)
SMILES | CXCR6 inh | GRIN3A LBD mod | A3G deaminase | MPTP inh | APOBEC3A inh | Gli-Sufu antag | CCR6 antagonist | EBI2 antag
COc1ccc(C(=O)NC(=S)N2CCN(c3ccc([N+](=O)[O-])cc3)CC2)cc1 | 13 | -1 | 1 | 0.7 | 4 | 4 | 22 | 7
CCOC(=O)c1cn(CC)c2cc(N3CCSCC3)c(F)cc2c1=O | 6 | 1 | -1 | 0.1 | -2 | 0 | 2 | -5
Cc1cc(C)c(NC(=O)Cn2cnc3c(oc4ccccc43)c2=O)c(C)c1 | 2 | -1 | -7 | 1.9 | -1 | 2 | 10 | 0
CC(=O)Nc1ccc(N2CCN(Cc3ccccc3)CC2)cc1 | -4 | -1 | -6 | 3.1 | -4 | 5 | 6 | -6
CC1(C)NC(=O)N(CC(O)COc2ccccc2C(=O)Nc2ccccc2)C1=O (stereo not given) | 0 | -2 | -2 | -0.2 | 3 | 3 | -2 | -22
O=C(COc1nncc2ccccc12)NCCC1=CCCCC1 | -9 | 2 | -4 | -1.0 | -1 | 4 | 14 | -5
O=C(N/N=C/c1cc([N+](=O)[O-])c(N2CCOCC2)cc1N1CCOCC1)c1cccnc1 | -1 | 1 | 1 | -0.8 | 1 | 4 | 5 | 1
CCOC(=O)c1[nH]c(C)c(C(=O)NC(C)(C)C)c1C | -8 | 0 | -6 | -2.0 | -6 | 0 | 8 | -10
COc1ccccc1/C=C/C(=O)OCC(=O)NCCC1=CCCCC1 | 8 | -2 | -14 | 1.1 | 2 | 6 | 4 | 4
O=C(CSc1ncnc2scc(-c3ccccc3)c12)NCc1ccc2c(c1)OCO2 | -12 | -1 | -4 | 8.9 | 3 | -7 | 17 | 10
O=C(NCc1ccco1)c1cc(Cl)nc(Cl)c1 | -4 | -1 | -4 | -0.5 | 2 | -20 | 9 | 0
CC(/C=C/c1ccc(N(C)C)cc1)=N\N=C1\NC(=O)CC(C(=O)Nc2ccccc2)S1 (stereo not given) | 12 | -1 | -1 | 2.0 | 1 | -62 | 17 | -7
COc1ccc(C(=S)N2CCN(S(=O)(=O)c3ccccc3)CC2)cc1 | 8 | -1 | -5 | -1.1 | -7 | 7 | -3 | -11
CCOc1ccc(CN2CCNC(=O)C2CC(=O)N(C)Cc2nonc2C)cc1 (stereo not given) | -4 | 0 | -1 | -0.6 | 2 | -10 | -1 | -3
Cc1ccc2nc(/C(C#N)=C\c3ccc([N+](=O)[O-])o3)[nH]c2c1 | -1 | -5 | -1 | 15 | -1 | / | -21 | 37
COc1ccc(CSc2nc(C)cc(=O)[nH]2)cc1Br | 11 | 1 | -2 | -0.4 | 3 | 4 | -18 | 4
COC(=O)c1ccc(/C=N/N2CCN(Cc3ccccc3)CC2)cc1 | 4 | 0 | -9 | -2.8 | -5 | 2 | -9 | 8
COc1cccc(CNc2ncnc3ccc(-c4c(C)noc4C)cc23)c1 | 5 | -1 | -8 | 43 | -2 | 17 | 12 | 4
Cc1ccc(S(=O)(=O)NC(C)(C)CN2CCNCC2)cc1 | -4 | -2 | -8 | 6.4 | -2 | 18 | 10 | -8
COCCn1c(=NC(=O)CN2C(=O)CCC2=O)sc2cc(S(N)(=O)=O)ccc21 | 1 | 2 | -3 | 0.8 | -3 | 7 | -11 | -6
Cc1ccc(CN2CN(S(=O)(=O)c3cccs3)c3nc4ccccc4nc32)cc1 | 9 | -3 | -8 | 1.5 | -3 | -47 | 9 | -11
O=C(C1CCCCC1)N1CCN=C1SCc1cccc([N+](=O)[O-])c1 | 4 | 1 | -6 | -3.2 | -16 | -5 | 28 | 13
COc1ccc(NC(=O)C(Sc2nnc(-c3ccncc3)n2-c2ccccc2C)c2ccccc2)cc1Cl (stereo not given) | -5 | -17 | -2 | -0.5 | -1 | 10 | 7 | 27
CSc1nc(Oc2ccc(F)cc2)c2ccccc2n1 | -9 | 1 | -5 | 5.1 | 0 | 4 | 4 | 1
CC(=O)NCCCC(=O)NN1C(=S)N(Cc2ccccc2)C(=O)C1CC(=O)Nc1cccc(C)c1 (stereo not given) | 0 | 1 | -5 | 1.1 | -6 | 1 | 0 | -3

Compound profiles, from the list above:
`O=C(CSc1ncnc2scc(-c3ccccc3)c12)NCc1ccc2c(c1)OCO2` as listed: CXCR6 inh = -12; GRIN3A LBD mod = -1; A3G deaminase = -4; MPTP inh = 8.9; APOBEC3A inh = 3; Gli-Sufu antag = -7; CCR6 antagonist = 17; EBI2 antag = 10
`CSc1nc(Oc2ccc(F)cc2)c2ccccc2n1` as listed: CXCR6 inh = -9; GRIN3A LBD mod = 1; A3G deaminase = -5; MPTP inh = 5.1; APOBEC3A inh = 0; Gli-Sufu antag = 4; CCR6 antagonist = 4; EBI2 antag = 1

MPTP inh, what is marked active above.
SMILES	CXCR6 inh	GRIN3A LBD mod	A3G deaminase	MPTP inh	APOBEC3A inh	CCR6 antagonist	EBI2 antag
Cc1ccc(C2CC2C(=O)NNC(=S)Nc2ccc(Cl)cc2)cc1 (stereo not given)	7	12*	-5	53*	-1	18	8

Other entries follow.
SMILES | CXCR6 inh | GRIN3A LBD mod | A3G deaminase | MPTP inh | APOBEC3A inh | Gli-Sufu antag | CCR6 antagonist | EBI2 antag
CCOC(=O)c1ccc(-c2cccc(-c3cc(=O)oc4cc(OC)cc(OC)c34)c2)cc1 | 2 | 5 | -1 | -1.7 | 0 | -11 | 11 | 37
O=C(N/N=C/c1ccc(F)cc1)c1cc(-c2ccccn2)nc2ccccc12 | 2 | 1 | -11 | -1.5 | -3 | 4 | 15 | 6
CCCCNC(=O)C1CCCN1C(=O)Nc1ccccc1 (stereo not given) | 2 | -2 | -4 | 0.4 | -3 | 4 | 1 | -3
COc1ccc(/C=N/NC(=O)c2nn(-c3ccccc3)c(=O)c3c(N)scc23)cc1 | 0 | -4 | 34 | -0.5 | -14 | -2 | 22 | -9
Cc1nc(-c2cccc(NC(=O)c3cccc(S(=O)(=O)N4CCCC4)c3)c2)cs1 | 1 | -4 | -3 | 0.4 | 25 | -35 | 20 | 3
CC(C)C(=O)Nc1cccc(N2CCN(CCCN3C(=O)C4CCCCN4C3=O)CC2)c1 (stereo not given) | 0 | 5 | / | -0.3 | / | -4 | 11 | -9
CCOc1ccc(C(=O)NCC(=O)NCC(c2ccco2)N2CCCCC2)cc1OCC (stereo not given) | 6 | 1 | -7 | -0.3 | -3 | 18 | 4 | 3
COCc1cnc(C)nc1N | -4 | -1 | -2 | 0.3 | 0 | 3 | -1 | -7
CC(OC(=O)c1nc(Cl)ccc1Cl)C(=O)Nc1ccccc1F (stereo not given) | -14 | 2 | 26 | -2.7 | 4 | -2 | 2 | -11
CCC(=O)Nc1ccc(Cl)c(NC(=O)C(C)C)c1 | -4 | 0 | -5 | -0.5 | 1 | 6 | -5 | -21
O=c1oc(-c2cccs2)nc2sc3c(c12)CCC3 | 7 | 0 | -4 | -0.8 | -2 | -8 | 8 | -3
CC(C)CCNC(=O)C(c1cccs1)N(CC1CCCO1)C(=O)Cn1nnc2ccccc21 (stereo not given) | -4 | 4 | -6 | -2.7 | -2 | 3 | -1 | -3
COc1ccc(-c2cc(C(=O)Nc3c(C)nn(Cc4ccccc4Cl)c3C)no2)cc1 | 1 | 4 | -5 | -3.4 | 0 | 13 | 8 | 9
CC1=C(C(=O)Nc2ccccc2F)C(c2cccs2)NC(=S)N1 (stereo not given) | 8 | 0 | -3 | -0.6 | -3 | 8 | 10 | 0
COC(=O)c1cccc(NC(=O)CCNC(=O)c2ccc([N+](=O)[O-])cc2)c1 | -16 | -3 | -6 | 0.1 | -2 | -1 | 3 | -18
C/C(=N/NC(=O)C1CCN(S(=O)(=O)c2ccc(C)cc2)CC1)c1cccc([N+](=O)[O-])c1 | -4 | -9 | -3 | 0.1 | 0 | 13 | 9 | -3
CC(=O)Nc1ccc(N2CC(C)(C)C2=O)cc1 | 0 | -1 | -6 | -0.3 | -1 | -1 | 3 | -11

Rows were taken by chance, and some 5.8% of all compounds hit somewhere here.
